Screening results as filed in PubChem BioAssay.
KOR beta-arrestin-1: KOR agonists, beta-arrestin recruitment, primary screen, cell-based, luminescence, uHTS (AID 1777); KOR beta-arrestin recruitment, luminescence; higher % means a stronger effect; activation, % at 10 µM; hits with a dose series show EC50 in µM; 0.02% of 280,000 active; in the data active = activation above about 50%, passing the limit was not always enough; note: a part of the inactive calls stands beside numbers as strong as those of hits
NTR1 ag: agonists of NTR1, primary screen, imaging, U2OS cells, beta-arrestin-GFP, high content (AID 493036). NTR1-U2OS beta-arrestin-GFP spot imaging, agonist mode. activation, % at 20 µM. 0.17% of 330,000 active;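 active = activation at or above 40% of the spot to cytoplasm intensity ratio, with at least 20 cells analyzed; inconclusive = wells under 20 cells, flagged as cytotoxic or low count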;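 note: 0% = DMSO without peptide and 100% = 100 nM NTR1 peptide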
Target sequence (P30989 whole entry, looked up): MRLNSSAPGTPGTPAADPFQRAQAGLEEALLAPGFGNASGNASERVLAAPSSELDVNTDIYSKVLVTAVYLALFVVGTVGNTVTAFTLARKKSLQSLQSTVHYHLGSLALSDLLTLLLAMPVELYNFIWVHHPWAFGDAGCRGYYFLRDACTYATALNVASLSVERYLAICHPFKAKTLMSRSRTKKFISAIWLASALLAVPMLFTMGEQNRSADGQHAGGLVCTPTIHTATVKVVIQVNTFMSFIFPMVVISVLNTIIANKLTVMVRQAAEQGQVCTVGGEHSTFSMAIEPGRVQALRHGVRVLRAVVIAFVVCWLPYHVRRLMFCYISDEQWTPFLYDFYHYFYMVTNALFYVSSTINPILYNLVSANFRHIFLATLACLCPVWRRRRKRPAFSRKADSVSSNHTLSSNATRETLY
GPR55 antagonists: inhibition of LPI-stimulated GPR55 beta-arrestin translocation – imaging, U2OS, beta-arrestin-GFP, LPI agonist, primary screen (AID 2013) | U2OS GPR55 beta-arrestin-GFP translocation imaging, LPI antagonism; higher % means a stronger effect | inhibition, % at 10 µM; hits with a dose series show IC50 in µM | 0.13% of 290,000 active;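 active = spots per cell inhibited over 60%, with over 100 cells counted and total cytoplasm intensity under 500,000; inconclusive = wells with under 100 cells, flagged as likely toxic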;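 note: U2OS cells stably carrying GPR55 and arrestin-GFP stimulated by 5 µM LPI near EC80; imaged beta-arrestin-GFP aggregate spots per cell after agonist stimulation; plate controls were LPI-stimulated DMSO wells for no effect and DMSO wells without LPI for full effect; some results filed as inactive read as strong as hits; confirmed hits need IC50 under 10 µM and bright autofluorescent wells are also inconclusive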
NOD1 NF-kB reporter: inhibition of NOD1-driven NF-kB reporter – cell-based, luminescence, uHTS, primary screen (AID 1578); 1% of 290,000 active; NOD1-driven NF-kB luciferase reporter cells, luminescence; higher % means a stronger effect; inhibition, % at 4 µM; hits with a dose series show EC50 in µM; in the data active = inhibition mostly above about 36%, no sharp cut-off; inactive = mostly below about 34%;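 note: HEK-293T reporter cells stimulated with the NOD1 agonist gamma-tri-DAP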
T cell modulator: modulates CD8 T cell binding to vesicles; 0.068% of 330,000 active; 2C CD8+ T cell-vesicle binding, flow cytometry; hits give low values; AID 2052; calls only at 7 µM;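 active = response, share of CD8 T cells binding vesicles, and their 90th percentile fluorescence all below set limits, cut at about 80% in these data, passing the limit was not always enough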
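Material: murine 2C transgenic CD8+ T lymphocytes / Also added: QL9-peptide-loaded Drosophila micro-vesicles bearing Ld, ICAM-1 and B7-1 / Schedule: binding step 1.5 h, 37 °C, antibody labelling 20 min, ice / Signal: flow cytometry, PE anti-B7-1 (FL2) versus Alexa647 anti-CD8 (FL8), PFA-fixed / Evaluation: percent CD8+ FL2 mean versus row control / Benchmarks: naked versus QL9-loaded vesicles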
KOR beta-arrestin-2: KOR antagonists, beta-arrestin recruitment, cell-based, luminescence, uHTS (AID 1778) | KOR beta-arrestin recruitment, luminescence, antagonist mode; higher % means a stronger effect | inhibition, % at 10 µM, or IC50 in µM where a hit was titrated | 0.091% of 290,000 active; note: strong numbers were not always called active
Myeloid diff MLP: myeloid differentiation induction | ER-HoxA9 myeloid progenitors, lysozyme-GFP differentiation, flow cytometry | 1% of 360,000 active | calls only at 10 µM;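 active = normalized GFP-positive differentiation at or above the plate's own cutoff, the solvent-only control mean plus 3 SD; inconclusive = no clear call, values can overlap the other calls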;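 note: cells exposed to compound for four days before flow analysis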
GPR55 beta-arrestin: selective activators of receptor GPR55 – imaging, U2OS cells, beta-arrestin-GFP redistribution, primary screen (AID 1961); 0.048% of 290,000 active; activation, % at 10 µM; hits with a dose series show EC50 in µM; U2OS GPR55 beta-arrestin-GFP redistribution imaging; higher % means a stronger effect;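 active = activation above 40% with more than 50 cells counted in the well; inconclusive = wells holding fewer than 50 cells, flagged as toxic or sparse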;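 note: U2OS osteosarcoma cells stably expressing GPR55 and beta-arrestin-GFP; plate controls were DMSO negative control for no effect and LPI positive control for full effect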
HEK293 NOD2/NF-kB: inhibition of NOD2-driven NF-kB reporter – cell-based, luminescence, uHTS, HEK293 (AID 1566); HEK293 NOD2/NF-kB luciferase reporter, luminescence; higher % means a stronger effect; inhibition, % at 4 µM, or EC50 in µM where a hit was titrated; 0.63% of 290,000 active; note: many of its hits are not listed in these tables
T cell modulator vesicle-bound %: further read-out of T cell modulator, marked with its call; double positive events, %; measured here: CD8+ vesicle-bound cell fraction;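 binding gate set so that unloaded-vesicle control wells show 10% double positive cells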
NTR1 ag cell count 20 µM: also measured in NTR1 ag; calls as there; cell count; measured here: cell count, cytotoxicity flag
Myeloid diff MLP GFP+ MAC1+ %: recorded beside Myeloid diff MLP, whose call it bears; GFP+ MAC1+ double positive, %; measured here: differentiation confirmed by MAC1 staining
* marks the source's active call; other numbers are inactive results; i = inactive; ? = inconclusive; nt = no result given; + = active, no number; [ ] = remark or other dose. Cut-off read from the data, not from the text of the source, unless noted: active = inhibition above about 50%; inactive = the rest.

SMILES	KOR beta-arrestin-1	NTR1 ag	NTR1 ag cell count 20 µM	GPR55 antagonists	NOD1 NF-kB reporter	T cell modulator	T cell modulator vesicle-bound %	KOR beta-arrestin-2	Myeloid diff MLP	Myeloid diff MLP GFP+ MAC1+ %	GPR55 beta-arrestin	HEK293 NOD2/NF-kB
O=C(CCNS(=O)(=O)c1cccc2nonc12)NC1CCCc2ccccc21 (stereo unspecified)	-5.3%	-0.8	79	-9%	-22%	i	44	43%	i	0.9	0.0%	-6%
COC(=O)CCC(=O)c1oc2ccc(Br)cc2c1N	-5.9%	-0.8	74	-5%	-44%	i	22	2%	i	1.3	-0.2%	-35%
C=CCSC1=N/C(=C\c2cccnc2)C(=O)N1c1ccc(OC)cc1	-3.1%	17	59	1%	-15%	i	35	21%	i	1.2	0.5%	18%
COc1ccc(-c2cn3cccnc3n2)cc1NC(=O)C(C)Oc1ccccc1 (stereo unspecified)	-6.4%	4.0	69	17%	-1%	i	12	-48%	i	2.0	-0.1%	32%
CC(C)OC(=O)CSc1nnc(-c2ccccn2)n1-c1ccccc1	3.2%	1.1	41	-2%	-12%	i	20	-34%	i	1.1	0.3%	-1%
O=C1CNc2ccc(C(=O)N3CCN(c4ccccn4)CC3)cc2N1	1.2%	1.4	64	14%	-26%	i	24	-22%	i	6.1	-0.1%	6%
CC(C)(C)CC(=O)NCCCCCCNC(=O)CC(C)(C)C	-2.2%	0.3	37	10%	-21%	i	31	14%	i	0.3	-0.3%	-5%
CC1(C)N=C(SCC(=O)Nc2ccc(Cl)cc2)C(c2ccc(Cl)cc2)=N1	3.4%	1.8	96	0%	13%	i	36	10%	i	0.7	-0.1%	-14%
CCOc1ccc(NC(=O)CCC(=O)Nc2cc(OC)c(NC(=O)c3ccco3)cc2OC)cc1	1.8%	-0.7	46	8%	-1%	i	24	-3%	i	0.3	0.3%	2%
CC(C)CCOc1ccc(C2=NNC(=O)CC2)cc1	-0.4%	1.1	88	1%	-12%	i	54	-26%	i	1.0	0.0%	-21%
COc1cccc(CNCc2cc(OC)cc(OC)c2)c1	-3.0%	-0.8	63	11%	3%	i	44	-19%[20 µM]	i	0.2	0.2%	9%
CCOC(=O)N1CCC(N2CCCC(C(=O)c3ccccc3OC)C2)CC1 (stereo unspecified)	-4.4%	-0.9	63	0%	-1%	i	51	3%	i	0.3	0.1%	10%
C=CCNC(=O)c1c2c(nc3ccccc13)-c1ccccc1CC2	5.7%	-1.7	94	-12%	13%	i	33	-28%	i	0.5	-0.1%	2%
CN(C)S(=O)(=O)c1cccc(C(=O)NCCc2ccccc2)c1	0.0%	-2.0	45	-7%	-31%	i	40	-32%	i	0.9	0.4%	-80%
Cc1cc([N+](=O)[O-])ccc1NC(=O)C[n+]1ccc(N(C)C)cc1	nt	-1.6	40	6%	-17%	i	72	20%[20 µM]	i	0.8	0.3%	11%
Cn1c(-c2ccccc2)cnc1SCc1nc2ccccc2c(=O)[nH]1	-0.4%	1.3	77	10%	-18%	i	24	3%	i	0.6	-0.2%	-44%
CCCNC(=O)/C=C/c1ccc(S(=O)(=O)Nc2ccccc2OC)cc1	-5.7%	0.2	50	3%	-22%	i	28	14%	i	0.2	-0.2%	15%
COC(=O)c1ccc(CN2C(=O)NC3(CCCCC3)C2=O)cc1	-1.1%	1.3	50	2%	-23%	i	31	-13%	i	0.4	0.1%	-8%
Cn1c(CNC(=O)Nc2cccc(Cl)c2)nnc1SCc1ccccc1	-2.7%	37	89	6%	-4%	i	58	-15%	i	1.1	0.3%	4%
CC(C)(CNC(=O)c1ccc(Cl)c(S(=O)(=O)N2CCc3ccccc3C2)c1)N1CCOCC1	3.5%	0.7	51	-8%	29%	i	38	-1%	i	0.1	0.2%	37%
CCc1noc(C)c1C(=O)NC1CCCc2c1cnn2-c1cc(C)cc(C)c1 (stereo unspecified)	4.0%	1.1	61	-7%	28%	i	2	-18%	i	4.3	-0.2%	-17%
COc1cccc2c1C(=O)C=C(C)C2=O	-0.9%	2.4	37	2%	-14%	i	37	nt	?	nt	0.1%	12%
c1ccc(-c2[nH]ncc2-c2nc3ccccc3[nH]2)cc1	-2.4%	0.7	28	9%	-21%	i	17	7%	i	1.0	-0.2%	-3%
Cc1cccc(Oc2nc3ccccn3c(=O)c2/C=C(\C#N)C(=O)NC2CCS(=O)(=O)C2)c1 (stereo unspecified)	6.6%	-0.4	63	-4%	-11%	i	44	10%	i	0.5	-0.3%	5%
O=C(NCc1cccs1)c1cnc(Cl)c(Cl)c1	5.6%	-1.1	50	-2%	8%	i	12	-26%	i	0.3	0.9%	-9%
(continued)
SMILES	KOR beta-arrestin-1	NTR1 ag	NTR1 ag cell count 20 µM	GPR55 antagonists	NOD1 NF-kB reporter	T cell modulator	T cell modulator vesicle-bound %	KOR beta-arrestin-2	Myeloid diff MLP	Myeloid diff MLP GFP+ MAC1+ %	GPR55 beta-arrestin	HEK293 NOD2/NF-kB
Cc1ccc(CNC(=O)CCSCc2cccc(F)c2)cc1	-3.8%	-1.6	74	-6%	-10%	i	30	11%	i	0.4	0.0%	-4%
O=S(=O)(Nc1ccc(S(=O)(=O)Nc2nccs2)cc1)c1ccc2c(c1)OCCO2	3.0%	2.9	94	-5%	12%	i	52	-46%	i	0.3	0.0%	-22%
Cc1ccc(-n2ccnc2SCC(=O)N(CC(C)C)C2CCS(=O)(=O)C2)c(C)c1 (stereo unspecified)	-2.8%	-1.9	81	14%	2%	i	15	4%	i	1.5	-0.1%	12%
COc1ccc(OC)c(S(=O)(=O)N2CCN(Cc3ccccc3)CC2)c1	-3.0%	2.1	59	2%	-30%	i	54	-21%	i	0.4	-0.1%	17%
O=S(=O)(N/N=C/c1ccc(N2CCOCC2)cc1)c1ccccc1	0.8%	0.5	58	-6%	-23%	i	24	-15%	i	0.9	0.2%	7%
Cc1ccc(S(=O)(=O)N(C)C)cc1NC(=S)N1CCCCC1CO (stereo unspecified)	-4.8%	0.0	29	91%	0%	i	42	7%	i	0.2	-0.4%	18%
CSc1nc2ccccc2c(=O)n1N	8.0%	-0.4	46	31%	-6%	i	19	0%	i	5.9	0.2%	7%
CCOC(=O)CCCNC(=O)CCNC(=O)c1ccc(OCC)cc1	-4.8%	-0.2	53	-12%	1%	i	22	35%	i	8.8	-0.1%	8%
O=C(N/N=C/c1ccncc1)c1ccc(NC(=O)c2cccc(Cl)c2)cc1	0.5%	1.0	60	20%	-10%	i	53	50%	i	0.3	-0.4%	15%
Cc1nc2sccn2c(=O)c1S(=O)(=O)NCc1ccccc1	-6.1%	-1.6	54	0%	9%	i	18	9%[20 µM]	i	2.9	0.5%	15%
Cc1ccc2nc(-c3cccc(Br)c3)cc(C(=O)NCC3CCCO3)c2c1 (stereo unspecified)	6.1%	6.0	62	12%	24%	i	66	-20%	i	0.9	-0.1%	22%
Cc1occc1C(=O)Nc1sc2c(c1C(N)=O)CCC(C(C)(C)C)C2 (stereo unspecified)	0.4%	4.0	47	-4%	-10%	i	20	-12%	i	0.5	-0.1%	-6%
CC(C)C1C(=O)NC(=S)N1S(=O)(=O)c1ccc(C(C)(C)C)cc1 (stereo unspecified)	-4.5%	-0.4	83	-4%	14%	i	33	14%	i	0.4	-0.2%	19%
COc1cc(C(=O)O)ccc1OCC(=O)N1CCOCC1	2.4%	-0.5	33	-1%	-4%	i	11	10%	i	0.7	0.1%	-10%
CCOC(=O)c1ccc(NC(=O)N2CCN(c3cccc(OC)c3)CC2)cc1	-2.5%	2.9	57	6%	-20%	i	15	-37%[20 µM]	i	0.5	-0.1%	28%
CCOn1c(=O)c[n+]([O-])c2ccccc21	-0.1%	-1.3	68	6%	-26%	i	45	-24%	+	4.0*	-0.8%	3%
CCOC(=O)c1c(CSCc2ccccc2)oc2ccc(O)c(CN(C)C)c12	6.8%	22	72	9%	2%	i	36	-50%	i	0.1	0.2%	24%
CC1(C)Cc2c(cnn2-c2ccccc2)C(NC(=O)CCCN2CCCCC2=O)C1 (stereo unspecified)	1.9%	-0.1	75	-1%	-24%	i	16	-20%	i	0.7	-0.1%	5%
COc1ccc(Cc2nc3ccc(C(=O)NCC4COCCO4)cc3o2)cc1OC (stereo unspecified)	0.3%	1.1	44	-12%	0%	i	11	-33%	i	3.5	-0.1%	-19%
Cc1cc(Cl)c(S(=O)(=O)N2CCSCC2)cc1OCC(N)=O	0.8%	2.1	58	7%	-17%	i	30	26%	i	1.2	-0.1%	2%
Clc1ccc(C2=CSC3=NCCN23)cc1Cl	-0.9%	-0.8	53	13%	-19%	i	58	-15%	i	0.7	0.0%	15%
O=C(CN1CCC(N2CCCCC2)CC1)N1CCCc2ccccc21	9.8%	2.1	84	6%	-8%	i	12	-5%	i	1.3	0.1%	-7%
CC(C)OC(=O)c1cccc(-c2ccc(C=O)o2)c1	0.7%	0.2	60	3%	-43%	i	40	-19%	i	0.9	0.7%	-10%

Record cards (already shown). Order of values: KOR beta-arrestin-1	NTR1 ag	NTR1 ag cell count 20 µM	GPR55 antagonists	NOD1 NF-kB reporter	T cell modulator	T cell modulator vesicle-bound %	KOR beta-arrestin-2	Myeloid diff MLP	Myeloid diff MLP GFP+ MAC1+ %	GPR55 beta-arrestin	HEK293 NOD2/NF-kB
`CCOC(=O)c1ccc(NC(=O)N2CCN(c3cccc(OC)c3)CC2)cc1` across the screens: -2.5%	2.9	57	6%	-20%	i	15	-37%[20 µM]	i	0.5	-0.1%	28%
`Clc1ccc(C2=CSC3=NCCN23)cc1Cl` across the screens: -0.9%	-0.8	53	13%	-19%	i	58	-15%	i	0.7	0.0%	15%
`CCOn1c(=O)c[n+]([O-])c2ccccc21` across the screens: -0.1%	-1.3	68	6%	-26%	i	45	-24%	+	4.0*	-0.8%	3%
`Cc1ccc(CNC(=O)CCSCc2cccc(F)c2)cc1` across the screens: -3.8%	-1.6	74	-6%	-10%	i	30	11%	i	0.4	0.0%	-4%
`COc1ccc(OC)c(S(=O)(=O)N2CCN(Cc3ccccc3)CC2)c1` across the screens: -3.0%	2.1	59	2%	-30%	i	54	-21%	i	0.4	-0.1%	17%

Only part of the results is shown (hit frequency here may not be typical).
